S100A4 inh HTS: S100A4-myosin IIA interaction inhibition | P26447 | S100A4/TAMRA-MyoIIA peptide fluorescence polarization | inhibition, % at 10.7 µM | actives 0.14% (n = 360,000);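 active means mean inhibition of at least 70% across replicates, with every replicate also reaching that level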
Target sequence (P26447 whole entry, looked up): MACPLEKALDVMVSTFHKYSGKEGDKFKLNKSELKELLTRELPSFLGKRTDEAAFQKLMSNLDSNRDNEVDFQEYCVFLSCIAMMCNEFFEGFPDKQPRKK
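Material: S100A4 monomer protein / Buffer or medium: 50 mM HEPES pH 7.2, 10 mM CaCl2, 100 mM KCl / Times: 5 min incubation before reading / Benchmarks: neutral control DMSO, positive control TFP / Reagent: labelled myosin peptide probe, 5 nM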
XiGFP reactiv: activators of X-chromosome reactivation in mouse fibroblasts | XiGFP mouse fibroblasts, % GFP-positive cells imaging, 3 d; cells co-treated with 5-aza-dC sensitizer; scaled so ellipticine positive control = 100% | activation, % at 7.58 µM | actives 0.055% (n = 360,000) | AID 743238;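 active means mean normalized replicate activation at least 10% and every replicate at or above 10%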;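 further: 0% = median of on-plate neutral control wells and 100% = ellipticine 6 µM median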
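Assay system – SV40-immortalized XiGFP fibroblast cells, line 68-5-11 · Buffer or medium – DMEM supplemented with 5-aza-dC as sensitizing agent · Dosing – one concentration, pinned · Benchmarks – positive control ellipticine, 6 µM final · Times – 3 days compound exposure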
SIRT5 inh: inhibitors of human sirtuin-5 desuccinylase; Q9NXA8; Purified SirT5, succinyl-peptide AMC, trypsin-coupled fluorescence; inhibition, % at 15 µM; actives 1.1% (n = 330,000); AID 652115; in the data active means inhibition above about 15%
Target sequence (Q9NXA8 whole entry, looked up): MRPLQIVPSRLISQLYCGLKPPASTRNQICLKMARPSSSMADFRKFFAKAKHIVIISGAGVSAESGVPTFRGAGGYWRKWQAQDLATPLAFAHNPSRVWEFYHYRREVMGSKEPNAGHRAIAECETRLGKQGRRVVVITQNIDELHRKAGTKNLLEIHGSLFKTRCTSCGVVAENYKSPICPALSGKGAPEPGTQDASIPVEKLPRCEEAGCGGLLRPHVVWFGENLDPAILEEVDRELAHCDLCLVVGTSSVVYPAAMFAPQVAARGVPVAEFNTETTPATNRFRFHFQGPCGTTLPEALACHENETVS
Cneo AK release: Cryptococcus neoformans lysis via adenylate kinase release; C. neoformans lysis, adenylate kinase release luminescence, 4 h; normalised: neutral wells 0, clomiphene wells 100; AID 651654; actives 0.2% (n = 360,000); lysis activity, % at 15 µM;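 active means mean lysis activity across replicates of at least 80%, whatever share of replicates individually reach that level; inactive means mean lysis activity below 80%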
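Assay system: log-phase C. neoformans yeast / Quantity: yeast cell density of 5 × 10^6 cells/mL / Medium: fresh YPD growth medium / Compound: single dose / Timing: static 4 h at 37 °C with compound, 1 h detection / Measured by: adenylate kinase release luminescence / Read-out: lysis from increased AK signal / Benchmarks: Clomiphene as positive lysis control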
ERAP1 HTS inh: ERAP1 (human) enzyme inhibition | recombinant ERAP1, Leu-AMC fluorescence, 60 min | inhibition, % at 10.7 µM | actives 0.15% (n = 340,000) | AID 652197;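 active means mean replicate inhibition of at least 30%, or all replicates individually reaching that 30% level; inactive means mean below 30% and not every replicate reaching it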;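 further: 0% = neutral control wells and 100% = L-leucinethiol positive control wells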
LGR2 inh: blocks bursicon-induced cAMP signaling via Drosophila LGR2. actives 0.35% (n = 380,000). HEK293 LGR2, CRE-luciferase, bursicon-stimulated, 4 h. inhibition, % at 9.99 µM. AID 720647;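 active means drop in luminescence signal, shown as inhibition above about 50% in the replicate tests, limit read from the data, passing the limit was not always enough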;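 further: agonist challenge used bursicon conditioned medium at about half maximal strength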
PGC1a acetyl inh: lowers PGC1a acetylation signal in U2OS cells | AlphaScreen anti-acetyl-lysine; with virally co-expressed GCN5 acetyltransferase | AID 651687 | actives 0.17% (n = 350,000) | inhibition, % at 15.6 µM;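 active means every replicate shows inhibition of at least 40%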;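 further: 0% = neutral control wells and 100% = positive control wells; some results beyond the cut were filed as inactive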
Statin myotox sup: suppression of simvastatin myotoxicity | C2C12 myotubes + simvastatin, ATP luminescence, 48 h; scaled: DMSO 0, geranylgeraniol control 100 | rescue of ATP level, % at 7.49 µM | actives 0.78% (n = 330,000) | AID 602340;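 active means mean ATP rescue above about 67%, or every replicate alone reaching that limit, limit read from the data, passing the limit was not always enough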;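 further: myotubes were challenged with 10 µM simvastatin during compound exposure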
An asterisk follows results filed as active; . = not tested or not shown; & = joins results of further samples. These rows are one share of the data; rates above refer to the full screens.

SMILES	S100A4 inh HTS	XiGFP reactiv	SIRT5 inh	Cneo AK release	ERAP1 HTS inh	LGR2 inh	PGC1a acetyl inh	Statin myotox sup
C[C@H](CO)N1C[C@H](C)[C@@H](CN(C)Cc2ccc3c(c2)OCO3)OCCCC[C@H](C)Oc2ccc(NC(=O)CCC(F)(F)F)cc2C1=O	9	0.1	-3	-3	1	9	4	.
Cc1cccc(N(CC(=O)N2CCCC2)S(C)(=O)=O)c1C	-2	0.1	.	0	-3	5	.	9
Cc1ccc(-n2c(SCC(=O)N3CCOCC3)nnc2-c2ccncc2)cc1	-8	.	5	-1	-2	12	12	21
Cc1ccc(C)c(NC(=O)CN(C)C(=O)Cn2c(=O)oc3ccccc32)c1	-6	0.1	-1	-1	-1	-10	7	4
C[C@@H]1CN([C@H](C)CO)C(=O)Cc2cc(NS(=O)(=O)c3cn(C)cn3)ccc2O[C@H]1CN(C)C(=O)Nc1ccc(C(F)(F)F)cc1	11	-1.3	1	.	1	-7	8	21
O=C(NCc1ccccc1)[C@@H]1CCCN1C(=O)[C@@H]1CCCN1C(=O)c1ccc(Cl)cc1Cl	1	0.3	0	.	0	-5	.	.
COc1ccccc1Nc1nn2c(=O)c3ccc(C(=O)N4CCCCC4)cc3nc2s1	1	0.0	-5	10	1	31	-37	-93
CCCCN(C(=O)c1ccccc1OCc1ccc(F)cc1)c1c(N)n(CC(C)C)c(=O)[nH]c1=O	9	0.3	1	-1	1	-25	.	.
COc1ccc(-c2ccc([C@@H]3[C@@H](CO)N4CCCCN(C(=O)c5ccc(F)cc5)C[C@@H]34)cc2)cc1	-2	0.0	-1	-2	1	29	-3	.
CCOC(=O)c1sc2ncnc(N3CCN(CC)CC3)c2c1C	-1	0.0	1	.	-5	-3	2	.
CNC(=O)n1cc(C)c(-c2cccs2)n1	-2	0.1	0	-1	2	-14	4	.
CC(C)C#Cc1ccc2c(c1)O[C@@H](CN(C)C(=O)Nc1ccccc1)[C@@H](C)CN([C@@H](C)CO)S2(=O)=O	5	-0.1	10	32	-4	-6	-5	23
COc1cc(Br)cc(C=Nc2cccc(C(F)(F)F)c2)c1O	3	0.1	-3	.	0	7	.	.
COc1ccc([N+](=O)[O-])cc1NC(=O)CC(C)c1ccccc1 (configuration not stated)	-1	.	3	-1	-2	3	-1	-17
COc1cccc(Nc2nc(C(N)C3CCCCC3)cs2)n1 (configuration not stated)	4	-0.1	.	-1	4	-2	-1	3
COCCN(C/C=C/c1ccccc1)C/C=C/c1ccccc1	-3	0.4	-10	24	0	11	5	-4
CC1CN(C(=O)CN(C)S(=O)(=O)c2ccc3ccccc3c2)CC(C)O1 (configuration not stated)	3	0.0	-2	1	6	-3	-3	3
CCC(=O)c1c(CC)c2n3c1CC[C@H]3CCC2	2	-0.3	-1	2	0	8	-4	-2
O=C(NCC[C@H]1CC[C@H](NC(=O)c2cccnc2)[C@@H](CO)O1)Nc1ccc(F)cc1	-9	-0.1&0.2	-2	1	-1	-18	4	5
CCOC(=O)c1cn2nc(Oc3ccc(C(=O)OC)cc3)ccc2n1	-2	-0.1	-21	.	.	0	9	.
CN(Cc1ccccc1)C(=O)COC(=O)c1ccc2ccccc2n1	0	-0.1	-2	.	7	5	.	.
O=S(=O)(c1ccc(Cl)c2ccccc12)N1CCCC1	-1	0.3	13	.	0	-12	.	.
CS(=O)(=O)NN1C(=O)c2ccccc2NC1c1ccccc1 (configuration not stated)	-1	0.0	-11	.	-6	6	-15	2
COc1ccc(OC)c(-c2nnc(NC(=O)C(C)Sc3nncn3C)s2)c1 (configuration not stated)	2	0.3	2	1	5	-4	-13	-6
COc1ccc(NC(=O)Nc2ccc3c(c2)CC(=O)N([C@H](C)CO)C[C@@H](C)[C@@H](CN(C)Cc2ccccc2)O3)cc1	-1	0.0	6	-1	-2	-5	-32	-35
COCC#Cc1ccc2c(c1)O[C@@H](CN(C)C(=O)C1CCOCC1)[C@@H](C)CN([C@@H](C)CO)S2(=O)=O	-11	-0.5	1	4	-3	10	2	-5
C[C@@H](C(=O)Nc1ccccc1N1CCOCC1)N1C(=O)C2CCCCC2C1=O (some centres not stated)	-1	0.0	9	-1	-4	1	-7	-2
Cc1ccc(C(=O)OCC(=O)c2ccc(Br)cc2)cc1S(=O)(=O)N1CCOCC1	6	-0.1	1	-1	-3	3	13	10
COc1cc(OC)cc(-c2c(C#Cc3ccsc3)c3cc(-c4ccc(N(C)C)nc4)ccc3n2C)c1	-1	0.2	-5	5	0	-5	.	7
COc1ccccc1NC(=O)N(C)C[C@H]1Oc2ncc(Br)cc2C(=O)N([C@H](C)CO)C[C@@H]1C	6	-0.2	-3	1	-3	2	-8	-1

Quoted at random: 2 compounds from above, in no set order.
SMILES	S100A4 inh HTS	XiGFP reactiv	SIRT5 inh	Cneo AK release	ERAP1 HTS inh	LGR2 inh	PGC1a acetyl inh	Statin myotox sup
COc1cc(OC)cc(-c2c(C#Cc3ccsc3)c3cc(-c4ccc(N(C)C)nc4)ccc3n2C)c1	-1	0.2	-5	5	0	-5	.	7
COc1ccccc1NC(=O)N(C)C[C@H]1Oc2ncc(Br)cc2C(=O)N([C@H](C)CO)C[C@@H]1C	6	-0.2	-3	1	-3	2	-8	-1

Next entries:
SMILES	S100A4 inh HTS	XiGFP reactiv	SIRT5 inh	Cneo AK release	ERAP1 HTS inh	LGR2 inh	PGC1a acetyl inh	Statin myotox sup
CC(C)NS(=O)(=O)c1ccc(CCC(=O)NCc2ccncc2)cc1	2	0.1	1	.	-4	24	-6	-3
CO[C@@H]1CN(C)C(=O)c2ccc(NS(=O)(=O)c3cccc(F)c3)cc2OC[C@@H](C)NC[C@@H]1C	1	-0.1	-3	.	-5	5	0	.
Cc1cc(NC(=O)CCC(=O)N(CC(=O)NCC2CCCO2)c2cccc(C)c2C)no1 (configuration not stated)	-1	0.0	-19	11	0	18	.	-16
CCCCCn1c(CN2CCN(C)CC2)nc2c1c(=O)n(C)c(=O)n2C	-1	-0.3	2	-2	-2	-8	.	-4
CC(c1ccccc1)C(OC(=O)c1cccc([N+](=O)[O-])c1C(=O)O)c1ccccc1 (configuration not stated)	6	0.3	.	1	2	-20	1	7
CC1(C)CC2CC(C)(CN2Cc2c(O)ccc3ccccc23)C1 (configuration not stated)	-2	0.2	-2	.	-1	8	.	.
C[C@@H]1CCCCO[C@@H](CN(C)S(=O)(=O)c2ccccc2)[C@H](C)CN([C@H](C)CO)C(=O)c2cc(NC(=O)Nc3ccc(C(F)(F)F)cc3)ccc2O1	-6	0.2	-3	4	-1	-2	5	.
CCCCCCSc1cccc(-c2nc3cc(C)ccn3c2NC2CCCCC2)c1	-19	0.0	.	1	0	1	10	1
CCCNC(=O)N1[C@@H]2CNC[C@H]1C2c1ccc(-c2ccc(C#N)cc2)cc1 (some centres not stated)	-12	0.0	2	.	-1	-13	-1	.
CCOc1ccc(NCc2nnc(SCc3ccc(Cl)cc3)n2-c2ccccc2)cc1	.	0.0	.	2	.	-3	-7	-36

Some of the entries so far, with two lines to a compound:
Second line of a record – S100A4 inh HTS	XiGFP reactiv	SIRT5 inh	Cneo AK release	ERAP1 HTS inh	LGR2 inh	PGC1a acetyl inh	Statin myotox sup
> C[C@@H]1CCCCO[C@@H](CN(C)S(=O)(=O)c2ccccc2)[C@H](C)CN([C@H](C)CO)C(=O)c2cc(NC(=O)Nc3ccc(C(F)(F)F)cc3)ccc2O1
  -6	0.2	-3	4	-1	-2	5	.
> CCCCCCSc1cccc(-c2nc3cc(C)ccn3c2NC2CCCCC2)c1
  -19	0.0	.	1	0	1	10	1
> CC(c1ccccc1)C(OC(=O)c1cccc([N+](=O)[O-])c1C(=O)O)c1ccccc1 (configuration not stated)
  6	0.3	.	1	2	-20	1	7
> CCOc1ccc(NCc2nnc(SCc3ccc(Cl)cc3)n2-c2ccccc2)cc1
  .	0.0	.	2	.	-3	-7	-36
> Cc1cc(NC(=O)CCC(=O)N(CC(=O)NCC2CCCO2)c2cccc(C)c2C)no1 (configuration not stated)
  -1	0.0	-19	11	0	18	.	-16

(cont.)
SMILES	S100A4 inh HTS	XiGFP reactiv	SIRT5 inh	Cneo AK release	ERAP1 HTS inh	LGR2 inh	PGC1a acetyl inh	Statin myotox sup
COc1ccccc1N1CCN(C2CCCN(C(=O)c3oc(C)cc3C)C2)CC1 (configuration not stated)	1	0.0	3	4	-3	-9	.	-4
N#Cc1c(Cl)cccc1-n1ccnc1	.	.	.	-2	.	7	6	-23
CCOc1ccc(/C=N/OCC(=O)Nc2cc(C)on2)cc1	-2	0.1	-2	-1	13	0	.	-2
CC(=O)N(C[C@@H]1N[C@@H](CO)[C@@H]1c1ccc(-c2cccnc2)cc1)C1CCCC1	7	0.0	0&1	-2&2	-2	16	-3&3	17&-8
CC1CN(CC(=O)NCc2ccccc2)CC(C)O1 (configuration not stated)	-3	0.0	-4	1	0	-4	-23	-3
C[C@@H]1CN([C@@H](C)CO)S(=O)(=O)c2ccc(-c3cccc(F)c3)cc2O[C@H]1CN(C)CC1CC1	1	-0.1	4	1	-3	8	2	-85
CC(C)(C)c1ccc(NC(=O)CCNC(=O)c2ccco2)cc1	1	0.3	3	0	0	-16	.	11
COc1ccc(-n2nnnc2SCC(=O)NCCc2ccccc2)cc1OC	5	0.1	-2	.	0	-37	.	.
CO[C@@H]1CN(C)C(=O)c2ccc(NC(=O)NC(C)C)cc2OC[C@@H](C)N(Cc2ccccn2)C[C@@H]1C	-13	-0.3	2	2	-3	-7	9	-7
COc1ccc(S(=O)(=O)N2CCCC(C(=O)NCc3cccnc3)C2)cc1 (configuration not stated)	1	0.1	0	0	-4	6	.	-12
C[C@@H]1CN([C@H](C)CO)C(=O)c2cc(NC(=O)Nc3ccccc3)ccc2O[C@@H](C)CCCCO[C@H]1CN(C)C(=O)C1CCCCC1	-11	0.3	11	1	-1	4	4	.
CC(=O)c1c(C)[nH]c(C(=O)Nc2nc(-c3ccccc3)c(C)s2)c1C	.	0.0	.	-9	.	-32	6	.
O=C(Nc1cccc(F)c1)N[C@@H]1CC[C@H](CCNS(=O)(=O)c2cccc(Cl)c2)O[C@@H]1CO	0	1.3	1	0	-2	-11	11	5
O=C(Nc1ccc2c(c1)[C@@H]1C[C@@H](CC(=O)N3CCc4ccccc4C3)O[C@@H](CO)[C@@H]1O2)C1CCOCC1	-36	0.0	0	14	0	12	5	-5
C/C(N)=C(/C#N)C(=O)COC(=O)c1ccc(NC(N)=O)cc1	-1	1.2	-7	-3	.	16	1	8
O=C(Cc1ccccc1)Nc1ccc2c(c1)OC1(CCCC1)O2	-1	0.0	3	-4	2	-63	-6	-4
Cc1ccc(-n2nnnc2Sc2nc([N+](=O)[O-])nn2C)cc1	0	0.2	-1	2	0	4	7	.
Cc1ccc(OCCN(C)C(=O)C2CCC(=O)N(CCCN3CCOCC3)C2)cc1 (configuration not stated)	2	0.1	-2	5	-1	-3	.	.
Cc1sc2ncnc(SCC(=O)NC(C)C(C)C)c2c1C (configuration not stated)	4	-0.1	0	.	3	2	2	.
C[C@@H]1CCCCO[C@@H](CN(C)C(=O)Cc2ccccc2)[C@H](C)CN([C@@H](C)CO)C(=O)c2cc(NC(=O)Nc3ccc4c(c3)OCO4)ccc2O1	121*	0.0	5	5	-6	-23	-6	.
Cc1cc(C(=O)OCC(=O)N2CCOCC2)c(C)n1-c1ccccc1	-1	3.8	2	-1	-4	-14	0	8
C[C@@H]1CN([C@@H](C)CO)C(=O)c2cc(NS(=O)(=O)c3ccc(F)cc3)ccc2O[C@H]1CN(C)C(=O)Nc1ccc(F)cc1	1	0.3	-4	1	0	19	-14	-18
